MT stabilize HCS – microtubule stabilizers in HeLa cells | HeLa tubulin immunostaining HCS, 24 h; share of cells brighter than vehicle mean+2SD | % tubulin-high responders, % at 10 µM | 200,000 tested, 0.83% active | AID 2205;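 active = plate Z-score above 3 for both tubulin-high and condensed-nucleus cell shares, with cell loss under 80%, at 10 µM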;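 note: anti alpha tubulin signal scored within the nucleus-defined area of each cell; some results filed as inactive read as strong as hits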
P. falciparum M1AAP – P. falciparum M1AAP inhibitors, biochemical, fluorogenic H-Leu-NHMec substrate, 1536-well (AID 1445); recombinant M1AAP, H-Leu-NHMec fluorogenic kinetic assay; higher % means a stronger effect; one-dose inhibition, % at 30 µM; IC50 in µM for titrated hits; 220,000 tested, 0.42% active;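 active = primary inhibition above the hit cutoff, then over 50% inhibition at one or more dose response concentrations, cut at about 23% in these data, passing the limit was not always enough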;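 note: plate controls were DMSO full reaction for no effect and no enzyme background for full effect; strong numbers were not always called active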
P. falciparum M17LAP – P. falciparum M17LAP inhibitors, primary screen, biochemical, fluorogenic H-Leu-NHMec substrate, 1536-well (AID 1619); recombinant M17LAP, H-Leu-NHMec fluorogenic kinetic assay; higher % means a stronger effect; 220,000 tested, 0.38% active; inhibition, % at 30 µM, or IC50 in µM where a hit was titrated;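 active = compound inhibiting the enzyme by more than half at any dose during confirmatory dose-response retesting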;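 note: plate controls were full reaction with DMSO carrier for no effect and no enzyme background for full effect; strong numbers were not always called active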
Autophagy mod – alters autophagy in cells; MEF GFP-LC3 puncta imaging; test concentration mostly 10 µM; 190,000 tested, 0.98% active; calls only at 10 µM (by protocol); AID 463193;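 active = percentage of spot-positive cells more than 3 SD above its plate mean, without a fluorescence outlier flag or 80% toxicity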;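 note: spot-positive cell cutoff set from DMSO-treated cells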
WT yeast gro inh – growth inhibition of WT yeast, mitochondrial fusion screen. mitochondrial fusion phenotypic screen, WT strain. inhibition, % at 10 µM. 190,000 tested, 2.1% active. AID 1362; in the data active = inhibition above about 58%; tested in S. cerevisiae
b-catenin transl – beta-catenin nuclear translocation modulation; nuclear translocation activity, % at 5 µM; 190,000 tested, 0.3% active; HeLa beta-catenin nuclear translocation, immunofluorescence imaging;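 active = nuclear translocation activity above 50% at 5 µM, with a well cell count of 50 or more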;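 note: per-cell ratio of nuclear to cytoplasmic median beta-catenin stain intensity; plate controls were DMSO negative control for no effect and GSK-3 inhibitor IX positive control for full effect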
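Test system: human HeLa cells, native beta-catenin. Compound dosing: 5 µM primary single dose, 0.1% DMSO, 0.02–20 µM confirmation series. Incubation: compound exposure 24 h at 37°C. Detection: beta-catenin immunostaining with DAPI counterstain, 20x imaging, 6 fields/well. Read-out basis: Nuclear/cytoplasmic beta-catenin signal ratio, % activation.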
T cell modulator – T cell immune modulation candidate. 2C CD8+ T cell-vesicle binding, flow cytometry; stronger effect = lower value. calls only at 7 µM. 330,000 tested, 0.068% active. AID 2052;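 active = response, share of CD8 T cells binding vesicles, and their 90th percentile fluorescence all below set limits, cut at about 80% in these data, passing the limit was not always enough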
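Assay system – 2C mouse CD8+ T cells · Also added – QL9-loaded Drosophila micro-vesicles · Timing – Cell–vesicle co-incubation 1.5 h at 37 °C, staining 20 min on ice · Signal – flow cytometry of vesicle-bound cells · Measure – percent CD8+ FL2 mean versus row control · Controls – Peptide-free naked vesicles (low) and QL9 vesicles with 0.7% DMSO vehicle (high)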
Yfh1-depleted yeast – enhancers of respiration in Yfh1-depleted yeast, dose response, Friedreich's ataxia, plus single-dose screen (AID 1465); S. cerevisiae Yfh1-off respiration, WST-1 reduction, 72 h; higher fold induction means a stronger effect; one-dose fold induction at 50 µM; EC50 in µM for titrated hits; 220,000 tested, 0.074% active;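 active = fold induction of absorbance versus untreated yeast above a set limit, then at least 30% activation at any dose in follow-up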;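 note: activators that raise dye reduction in frataxin-depleted yeast; strong numbers were not always called active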
Dynein cargo inh – blocks dynein driven cargo transport along microtubules; 3617.4 mouse cells, GR-EGFP nuclear translocation imaging; test concentration mostly 20 µM; stimulated with dexamethasone, 1 µM; stronger effect = lower value; z-score, hits read low; 220,000 tested, 0.47% active;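 active = plate z-score of nuclear minus cytoplasmic receptor signal below a set negative limit, without overly bright fluorescence or cell loss, cut at about -3.5 in these data, passing the limit was not always enough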;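 note: z-score of nuclear minus cytoplasmic ring GR-EGFP intensity difference per well; some compounds called inactive have numbers as strong as hits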
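medium = tetracycline-free induction medium containing charcoal-stripped FBS | also added = 1.0 µM final dexamethasone stimulus | schedule = 48 h induction, 1 h compound, 30 min dex at 37 °C | technique = fixed, Hoechst-stained cells imaged at 10x for EGFP | measure = GR-EGFP nuclear translocation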
WT yeast gro inh mutant strain – also measured in WT yeast gro inh; calls as there; inhibition, %; mitochondrial fusion phenotypic screen, mutant strain inhibition
Dynein cargo inh cytoplasmic EGFP – further read-out of Dynein cargo inh, marked with its call; z-score; measured here: cytoplasmic GR-EGFP intensity; stronger effect = higher value
Dynein cargo inh nuclear GR-EGFP – also measured in Dynein cargo inh; calls as there; z-score; measured here: nuclear GR-EGFP intensity;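 lower value marks the stronger effect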
Dynein cargo inh cell count – recorded beside Dynein cargo inh, whose call it bears; z-score; measured here: cell count per field
b-catenin transl cell count 5 µM – also measured in b-catenin transl; calls as there; cell count; measured here: cell count, cytotoxicity flag
T cell modulator vesicle-bound % – further read-out of T cell modulator, marked with its call; double positive events, %; measured here: CD8+ vesicle-bound cell fraction;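 binding gate set so that unloaded-vesicle control wells show 10% double positive cells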
MT stabilize HCS Hoechst-high % – further read-out of MT stabilize HCS, marked with its call; % Hoechst-high responders; measured here: nuclear condensation Hoechst responders;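 share of cells brighter than vehicle mean plus two SD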
MT stabilize HCS cytotoxicity % – also measured in MT stabilize HCS; calls as there; toxicity, %; measured here: cytotoxicity by cell density;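 0% = mean cell density of plate MIN control wells and 100% = no cells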
Autophagy mod cell loss 18 h – second read-out of Autophagy mod, no call of its own (marks repeat the call); toxicity, %; measured here: cell loss, nuclei count;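 cell loss after 18 h compound exposure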
The depositor's hits bear a star; i = inactive; / = not tested or not shown; + = active, no number. Random draw from the library, and some 4.4% of all compounds hit somewhere here.

SMILES	MT stabilize HCS	MT stabilize HCS Hoechst-high %	MT stabilize HCS cytotoxicity %	P. falciparum M1AAP	P. falciparum M17LAP	Autophagy mod	Autophagy mod cell loss 18 h	WT yeast gro inh	WT yeast gro inh mutant strain	b-catenin transl	b-catenin transl cell count 5 µM	T cell modulator	T cell modulator vesicle-bound %	Yfh1-depleted yeast	Dynein cargo inh	Dynein cargo inh cytoplasmic EGFP	Dynein cargo inh nuclear GR-EGFP	Dynein cargo inh cell count
COC(=O)Cn1c(SCc2ccccc2)nc2ccccc21	1.0	1.6	9.2	1%	-10%	i	-1	27	15	/	/	i	1	i	-0.22	-0.17	-0.35	-0.12
CCOC(=O)c1c(NC(=O)CN2C(=O)CN(C)C2=O)sc(C)c1C	2.5	3.3	7.2	3%	31%	i	2	3	7	1.1	1097	i	8	i	-0.21	-0.15	0.079	-0.34
CCOc1ccc(-n2ccnc2SCC(=O)Nc2nnc(C)s2)cc1	4.2	3.0	4.6	0%	-2%	i	30	1	3	0.0	1415	i	34	i	-0.21	-0.28	0.057	0.3
COC(=O)c1cc(NS(=O)(=O)c2ccc(N3CCOCC3)c(NC(C)=O)c2)cc(C(=O)OC)c1	3.3	2.4	9.4	4%	-9%	i	6	-16	-15	-0.9	1266	i	6	i	0.61	-0.23	0.45	-0.25
CCOC(=O)CCn1cc(F)c(=O)n(Cc2ccccc2)c1=O	4.4	2.8	7.8	5%	9%	i	-9	3	-4	-6.2	1129	i	59	i	-0.42	-0.2	-0.013	0.61
Cc1ccc(N2CCN(C3=NC(=O)C(Cc4ccccc4)S3)CC2)cc1 (stereo unspecified)	6.8	2.4	8.0	8%	-4%	i	7	3	18	-1.4	1119	i	50	i	-0.53	-0.15	-0.44	0.48
Cc1ccc(N=C2SC(C(=O)Nc3ccc(OC(F)(F)F)cc3)C(N)=C2C(=O)Nc2c(C)cc(C)cc2C)cc1 (stereo unspecified)	9.5	4.1	15	0%	-3%	i	-10	-7	-17	0.9	995	i	23	i	-0.18	-0.22	-0.065	0.12
CCOC(=O)c1cccc(NC(=O)CN2CCN(c3ccc(OC)cc3)CC2)c1	2.2	2.2	7.6	6%	12%	i	-10	11	4	-8.1	1036	i	41	i	-0.19	-0.08	-0.12	0.38
O=C1CNCc2[nH]c3ccccc3c2N1c1ccccc1	2.6	1.9	24	4%	10%	i	1	-5	-10	-0.8	1084	i	27	i	-1.6	4.7	0.39	0.44
COc1ccc(C/C(N)=N/n2cnnc2)cc1	4.6	1.7	3.8	-1%	2%	i	-10	4	-10	0.2	883	i	17	i	-0.091	-0.25	0.33	0.2
COc1ccc(OC)c(NC(=O)CSC2=NCCS2)c1	2.7	1.2	3.5	5%	8%	i	-4	-9	-20	/	/	i	38	i	-0.78	-0.25	-0.94	0.51
Cc1nc([N+](=O)[O-])c(Br)n1CC(=O)c1cccc([N+](=O)[O-])c1	3.0	3.5	4.9	14%	17%	i	2	-12	-9	1.0	1053	i	51	i	-5.5*	1.1*	-2.8*	0.2*
O=[N+]([O-])c1cc(Br)c(O)c(C=Nc2ccc(N3CCOCC3)cc2)c1	5.0	0.9	11	9%	7%	i	-4	-27	6	0.9	805	i	10	i	-0.44	-0.35	-0.21	0.28
O=C(c1ccccc1)N1CCCC(C(=O)N2CCCCCC2)C1 (stereo unspecified)	3.4	1.1	7.4	7%	0%	i	1	-17	0	-3.3	1473	i	35	i	-0.23	-0.37	0.21	0.51
CCCC(=O)Nc1cccc(-c2nc3ccccc3o2)c1	3.2	3.1	5.5	8%	-2%	i	3	-5	1	/	/	i	35	/	1.5	-0.075	1.2	-0.63
O=C(CC1S/C(=N\S(=O)(=O)c2ccc(F)cc2)N(c2ccccc2)C1=O)Nc1ccccc1 (stereo unspecified)	2.7	2.4	9.4	3%	1%	i	1	-6	12	-3.2	1035	i	54	i	0.41	-0.19	0.3	-1.1
COc1cccc(N(C(=O)c2ccco2)C(C(=O)NC2CCCC2)c2ccc(N(C)C)cc2)c1 (stereo unspecified)	2.4	1.9	7.1	5%	-1%	i	-5	6	19	-1.1	1033	i	19	i	-0.66	-0.26	-0.14	0.34
O=C(c1cc(-c2ccccc2)on1)N1CCN(C(=O)c2ccco2)CC1	4.0	2.6	2.5	4%	-5%	i	1	-11	-1	-0.2	947	i	32	i	-0.58	-0.22	-0.48	0.045
N#Cc1ccccc1COc1ccc(/C=C/C(=O)O)cc1	9.0	1.3	8.3	-4%	-5%	i	3	1	1	0.3	1444	i	47	i	0.98	-0.39	0.3	-0.34
Cc1cccc(NC(=O)c2cc(NC(=O)C3CCCCC3C(=O)O)ccc2Cl)n1 (stereo unspecified)	2.1	0.5	18	-3%	25%	i	1	0	7	/	/	i	25	i	-0.11	-0.23	0.2	-0.75
O=C(O)CSCc1c(F)cccc1Cl	2.3	2.0	0.8	0%	-15%	i	21	-15	4	1.0	461	i	51	i	0.033	-0.23	-0.074	0.63
CCOC(=O)C1=C(C)NC(=S)NC1C (stereo unspecified)	4.8	2.7	1.0	3%	11%	i	-1	-19	10	2.3	933	i	64	i	-0.6	-0.3	-0.24	-0.054
Cc1cccc2nc(=S)n(C(=O)c3ccco3)n12	3.5	1.4	2.5	-3%	-5%	i	3	8	5	-0.6	1006	i	9	i	-0.12	-0.32	-0.18	0.6
CCc1c(C)c2c(C)nn(-c3ccccc3)c2[nH]c1=O	2.6	2.0	13	7%	7%	i	-6	15	13	0.4	1108	i	11	i	1.3	-0.23	1.4	0.47
COc1ccc([N+](=O)[O-])cc1NC(=O)N(C)Cc1ccco1	/	/	/	10%	-10%	/	/	/	/	0.8	1237	i	24	i	0.051	-0.21	-0.1	-0.24
Cc1cccn2c(=O)c(/C=N/O)c(N3CCOCC3)nc12	2.2	2.2	4.5	-3%	4%	i	5	-14	2	/	/	i	38	i	-0.11	-0.3	0.11	0.19
COc1cccc(N2CCN(CC(=O)Nc3ccc(SC(F)F)cc3)CC2)c1	5.8	2.0	3.8	2%	8%	i	6	63*	20*	0.8	1137	i	23	i	-0.14	-0.26	-0.31	0.095
Cc1ccc(NC(=O)CC2SC(=NCC3CCCO3)NC2=O)cc1Cl (stereo unspecified)	2.0	1.3	1.5	-2%	9%	i	39	-3	12	2.7	1117	i	40	i	-0.48	-0.22	-0.072	1.1
COc1cc(-c2nnc3n2N=C(c2ccccc2)CS3)cc(OC)c1OC	46*	12*	75*	1%	-4%	+	48*	-2	-19	93*	441*	i	40	i	0.14	-0.22	0.21	0.011
O=C1/C(=C/c2cccnc2)SC(=S)N1CCc1ccccc1	/	/	/	6%	4%	/	/	/	/	0.6	1323	i	26	i	0.023	-0.23	0.14	-0.15
O=[N+]([O-])c1ccccc1/C=N/NC1=NS(=O)(=O)c2ccccc21	1.0	2.3	7.7	15%	37%	i	3	-2	-4	-2.6	1020	i	62	i	-0.71	-0.15	-0.31	-0.083
COc1ccc(C2C(=O)c3ccccc3C2=O)c(OC)c1	2.7	1.6	14	1%	7%	i	15	/	/	4.9	1364	i	61	i	-0.41	-0.19	-0.048	-0.17
O=C(Nc1cccnc1)c1cc2c(ccc3ccccc32)o1	11	1.4	13	3%	-14%	i	2	21	21	-4.9	1270	i	35	i	2.4	-0.21	0.18	-0.071
CC(C)CNC(=O)C1C2C=CC(C2)C1C(=O)O (stereo unspecified)	2.5	2.2	0.1	6%	11%	i	-4	7	3	-0.1	1086	i	22	i	-0.26	-0.15	-0.74	0.45
CCNc1nc(NCC)nc(N(C)n2cnnc2)n1	1.5	2.1	15	0%	0%	i	-17	-11	3	-6.5	984	i	13	i	-0.66	-0.22	-0.3	0.95
Cc1ccc(N2CCCn3c2cc(C)c(C#N)c3=O)cc1Cl	1.7	2.5	13	11%	9%	i	3	-12	-12	5.0	974	i	36	i	-0.86	-0.091	-0.27	0.46
O=C(Cn1ncc(Cl)c(Cl)c1=O)N1CCOCC1	5.8	2.3	3.3	-1%	0%	i	8	-15	1	-0.6	1138	i	16	i	-4.2*	0.59*	-1.8*	0.18*

Ordered by number of heavy atoms (highest first): some entries from above
SMILES	MT stabilize HCS	MT stabilize HCS Hoechst-high %	MT stabilize HCS cytotoxicity %	P. falciparum M1AAP	P. falciparum M17LAP	Autophagy mod	Autophagy mod cell loss 18 h	WT yeast gro inh	WT yeast gro inh mutant strain	b-catenin transl	b-catenin transl cell count 5 µM	T cell modulator	T cell modulator vesicle-bound %	Yfh1-depleted yeast	Dynein cargo inh	Dynein cargo inh cytoplasmic EGFP	Dynein cargo inh nuclear GR-EGFP	Dynein cargo inh cell count
Cc1ccc(N2CCCn3c2cc(C)c(C#N)c3=O)cc1Cl	1.7	2.5	13	11%	9%	i	3	-12	-12	5.0	974	i	36	i	-0.86	-0.091	-0.27	0.46
O=C(Cn1ncc(Cl)c(Cl)c1=O)N1CCOCC1	5.8	2.3	3.3	-1%	0%	i	8	-15	1	-0.6	1138	i	16	i	-4.2*	0.59*	-1.8*	0.18*
CCOC(=O)C1=C(C)NC(=S)NC1C (stereo unspecified)	4.8	2.7	1.0	3%	11%	i	-1	-19	10	2.3	933	i	64	i	-0.6	-0.3	-0.24	-0.054
